Screens (PubChem)
OX1R antag-1 – OX1R (human) antagonism | OX1R-expressing cells, FRET antagonist read-out | AID 485270 | inhibition, % at 6.6 µM | O43613 | actives 1.8% (n = 330,000); in the data active = inhibition mostly above about 38%, no sharp cut-off; inactive = mostly below about 40%;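 also: 0% = agonist challenge alone and 100% = reference antagonist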
Target sequence (O43613 whole entry, looked up): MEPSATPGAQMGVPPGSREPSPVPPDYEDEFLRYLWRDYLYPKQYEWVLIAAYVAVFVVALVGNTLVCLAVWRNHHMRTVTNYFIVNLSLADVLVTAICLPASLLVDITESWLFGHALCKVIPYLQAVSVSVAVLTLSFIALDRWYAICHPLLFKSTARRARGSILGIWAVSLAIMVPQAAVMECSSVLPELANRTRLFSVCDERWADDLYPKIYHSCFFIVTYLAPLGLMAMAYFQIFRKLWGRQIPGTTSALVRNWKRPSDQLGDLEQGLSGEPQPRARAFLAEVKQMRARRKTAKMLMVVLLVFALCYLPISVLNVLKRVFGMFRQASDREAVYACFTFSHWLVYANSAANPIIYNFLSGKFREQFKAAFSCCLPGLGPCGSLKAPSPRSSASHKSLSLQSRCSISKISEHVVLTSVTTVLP
OX1R antag-2 – human HCRTR1 antagonism. CHO/OX1R cells, Fluo-8 calcium fluorescence, orexin A. AID 434989. actives 0.43% (n = 330,000). inhibition, % at 5 µM. O43613;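 active = inhibition above its plate's threshold, mean inhibition of all tested compounds on the plate plus 3 SD, cut at about 37% in these data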;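 also: 0% = orexin A challenge wells and 100% = SB-334867-A antagonist wells; not every result past the cut was called active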
Starred values were filed as active, the others as inactive.

SMILES	OX1R antag-1	OX1R antag-2
CCOC(=O)Cc1csc(NC(=O)CSc2nncn2C)n1	14	-18
COc1ccc2c(c1)[C@H]1[C@H](CO2)[C@H](c2ccccc2)[C@]2(C)C(=O)Nc3cc(Cl)ccc3C(=O)N12	17	3
Cc1ccc2nc(-c3ccccc3)c(-c3ccccc3)nc2c1	11	-48
CC(/C=N\NC(=O)Cn1cncn1)=C/c1ccc(C(C)C)cc1	3	10
CC(=O)Oc1ccc2c(=O)c(-c3ccccc3)coc2c1	25	-5
COc1cc(CNCc2ccccc2C(F)(F)F)cc(OC)c1	23	-20
O=C(CN1c2ccccc2S(=O)(=O)c2ccccc21)Nc1ccccc1F	5	-11
O=C(NC1CCCCC1)C(c1ccc2ncccc2c1)N(Cc1cccs1)C(=O)c1cccs1 (centres undefined)	26	-28
NC(=O)CSc1nnc(C2CC2)n1Cc1ccccc1	18	-4
CCOC(=O)N1CCN(C(=O)/C=C/c2ccc3c(c2)OCO3)CC1	6	0
NC(=O)CC(NC(=O)Cc1ccc(Cl)cc1)c1ccc(NC2CCCCC2)c([N+](=O)[O-])c1 (centres undefined)	15	-10
CC(=O)Nc1sc(N/N=C\c2ccccc2F)nc1-c1cccs1	33	-7
N#CC1=C2C=CC=CN2CC1=O	15	-13
Brc1ccc(-c2noc(COc3ccc4ccccc4c3)n2)o1	5	-17
C=CCOC(=O)c1cn(CC)c2nc(C)ccc2c1=O	28	-7
Cc1ccccc1C(=O)NNC(=O)c1cc(N)cc([N+](=O)[O-])c1	34	-6
CC(C#N)Sc1ccc(S(=O)(=O)N2CCCCC2)cn1 (centres undefined)	4	-1
CCc1ccc(Nc2n[n+](-c3ccccc3)c(-c3ccc(N(CC)CC)cc3)s2)cc1	25	29
O=C(Cc1ccc([N+](=O)[O-])cc1)c1ccc(O)cc1O	18	-4
O=C(NCCS(=O)(=O)N1CCN(c2ccccc2)CC1)c1ccccc1F	17	-5

In the list so far, these contain a thiophene ring, fused or not.
SMILES	OX1R antag-1	OX1R antag-2
O=C(NC1CCCCC1)C(c1ccc2ncccc2c1)N(Cc1cccs1)C(=O)c1cccs1 (centres undefined)	26	-28
CC(=O)Nc1sc(N/N=C\c2ccccc2F)nc1-c1cccs1	33	-7

(cont.)
SMILES	OX1R antag-1	OX1R antag-2
O=C(Nc1cccn(Cc2c(Cl)cccc2Cl)c1=O)C1CC1	29	-13
COCCN1Cc2cccc(C(=O)NCCc3ccccc3)c2C1=O	18	-12
CCOC(=O)C1CCN(Cc2cn[nH]c2-c2ccc(C)cc2)CC1	10	-7
CN1CCN(C(=O)c2cc(COc3c(F)cccc3F)on2)CC1c1ccccc1 (centres undefined)	21	-11
CCCCc1ccc(N2C(=NC(=O)C3CCCO3)SC3CS(=O)(=O)CC32)cc1 (centres undefined)	5	-13
N/C(=N\OC(=O)C1CCCCC1)c1cccnc1	18	4
COC(=O)CNC(=O)CNC(=O)Nc1ccccc1	6	-3
COc1ccccc1N1CCN(C(=O)C(=O)c2c(C)n(C)c3ccccc23)CC1	20	-24
CCN1CCN(c2nc3sc4c(c3c(=O)n2-c2ccc(OC)cc2)CCCCC4)CC1	0	-24
CCOC(=O)c1c(NC(=O)COC)sc(C)c1C	11	-29
CCOC(=O)c1c(C)[n+](-c2ccc(C)cc2)c(CC)c2cc(OC)c(OC)cc12	3	-6
COc1ccc2cc(CCC(C)=O)ccc2c1	8	-5
O=C(CSc1n[nH]c(=O)n1C1CC1)Nc1ccc(F)c(Cl)c1	2	-9
NC(=O)CCc1nc2cc(C(F)(F)F)ccc2n(Cc2ccccc2)c1=O	31	-25
CCOc1ccccc1NC(=S)N1CCCCCC1	9	-10
COCCCNC(=O)c1cc(Nc2ccc(OC)cc2OC)nc2ccccc12	-11	-34
CC(=O)NS(=O)(=O)c1ccc(NS(=O)(=O)c2ccccc2[N+](=O)[O-])cc1	11	-8
C#CCN(C)Cc1ccccc1	14	5
CC1CCCCN1CC(=O)Nc1ccc2c(c1)OCO2 (centres undefined)	11	-15
CCOc1cc(C(=S)N2CCCCC2)ccc1OS(=O)(=O)c1ccc(Br)cc1	28	3
Nc1cc(=O)nc(SCC(=O)NC2CCCCC2)n1-c1ccccc1	13	-28
CCCCNC(=O)N1CCN(C(=O)c2ccco2)CC1	7	16
Cc1ccc(NC(=O)CN(C)C(=O)c2cc(S(=O)(=O)N(C)C)ccc2N2CCCC2)cc1	16	-22
Cc1cc(C)c(NC(=O)COC(=O)Cn2nc(-c3ccccc3)oc2=O)c(C)c1	1	-12
Cc1cc(C(=O)N/N=C/C=C/c2ccc([N+](=O)[O-])cc2)n[nH]1	45	-3
Cc1ccc(S(=O)(=O)NCCSc2nnnn2-c2cc(C)ccc2C)cc1	14	-5
CCN1CCN(Cc2cc(=O)oc3ccc(Cl)cc23)CC1	15	-21
CCCn1nc(C(=O)N2CCN(S(=O)(=O)c3ccc(C)c(C)c3)CC2)c2ccccc2c1=O	13	-3
Cc1c(C(=O)NC2CCCc3ccccc32)oc2ccccc12 (centres undefined)	18	-42
Cc1csc(-c2cnn(-c3ccccc3)c2NC(=O)c2ccc(C(F)(F)F)cc2)n1	12	-30
COc1ccc(N(CC(=O)N2CCC(C)CC2)S(=O)(=O)c2c(C)nn(C)c2C)cc1	8	-35
Cc1cc(C)nc(SCC(=O)NC2CCCC2)n1	2	-11
Cn1c(=O)[nH]c(NC2CCCCC2)c(N=O)c1=O	44	6
C/C=C/Cn1c(N(C)Cc2ccccc2)nc2c1c(=O)[nH]c(=O)n2C	8	-4
CC12CCCCC1NS(=O)(=O)OC2 (centres undefined)	8	6
CCn1c(=O)cc(SCC(=O)NCc2ccc(C)o2)c2ccccc21	15	-14
CC(C)(C)c1ccc(C(=O)N2CCN(CCNC(=O)C(=O)NCc3ccccc3)CC2)cc1	11	-16
O=C(Nc1ccc(N2CCOCC2)cc1)C1CCN(S(=O)(=O)Cc2ccccc2)CC1	-4	-19
Cc1ccc(C2=NN(CC(=O)NCc3ccco3)C(=O)CC2)cc1	11	-9
CCn1c(-c2cc(OC)c(OC)c(OC)c2)n[nH]c1=S	20	-1
COc1cc(/C=C2\SC(=S)N(N3CCOCC3)C2=O)ccc1O	23	-5
CCn1nc(C)cc1C(=O)N1CCCC(N(C)CCc2ccc(OC)c(OC)c2)C1 (centres undefined)	2	-12
COc1ccc(NC2CCCN(C(=O)CCN3CCOCC3)C2)cc1 (centres undefined)	19	-18
Cc1cc(C)n2nc(SCC(=O)N(CCC#N)c3ccccc3F)nc2n1	1	-11
CCOC(=O)N1CCN(C(=O)c2ccc(N(Cc3ccccc3)S(C)(=O)=O)cc2)CC1	12	-9
COc1ccc(NC(=O)CSCC(=O)Nc2ccccc2C(=O)N2CCCCC2)cc1	5	-18
CC(=O)c1cc(-c2ccc(F)cc2)n(CCC(=O)NC(C)(C)C)c1C	-3	-19
CCCCC(=O)Nc1ccc(NC(=O)C2CC2)cn1	5	-7
CCN1C(=O)/C(=C2\C=Cc3ccccc3N2CC)OC1=S	20	-19
CCCn1c(C(C)Nc2nc(-c3ccc(C)cc3)cs2)nc2cc(Cl)c(N3CCCCC3)cc21 (centres undefined)	2	-31
CCNC(=S)NNC(=O)C1CCCCC1	15	-10
O=C(Nc1ccc(S(=O)(=O)NC2CCCCC2)cc1)c1ccc(Br)o1	14	9
Cc1ccc(-c2csc(N)n2)s1	5	-5
COc1ccc(NC(=O)CCN2CC(C)OC(C)C2)c(OC)c1 (centres undefined)	16	-14
C=CCOc1cccc(C(=O)Nc2ncn[nH]2)c1	9	-9
CCN(CC)CCCN1C(=O)CSC1c1ccc2c(c1)OCO2 (centres undefined)	30	-21
CCN(CC)CC#CCC1(O)c2ccccc2-c2ccccc21	6	-23
Cc1ccc(OCCCn2c(=O)sc3ccccc32)cc1	19	-42
CCOC(=O)c1ccc(/C=N/O)[n+](Cc2ccccc2)c1	60*	-2
COc1cccc(N(CC(=O)NCCSc2ccc(Cl)cc2)S(C)(=O)=O)c1	12	-30

As entered above:
For OX1R antag-2, `COc1ccc(NC(=O)CSCC(=O)Nc2ccccc2C(=O)N2CCCCC2)cc1` is listed with -18
For OX1R antag-1, `CCN1C(=O)/C(=C2\C=Cc3ccccc3N2CC)OC1=S` is listed with 20
For OX1R antag-1, `CCOC(=O)N1CCN(C(=O)c2ccc(N(Cc3ccccc3)S(C)(=O)=O)cc2)CC1` is listed with 12
For OX1R antag-2, `CCCCC(=O)Nc1ccc(NC(=O)C2CC2)cn1` is listed with -7
For OX1R antag-2, `CCOC(=O)c1ccc(/C=N/O)[n+](Cc2ccccc2)c1` is listed with -2

Other results.
SMILES	OX1R antag-1	OX1R antag-2
COc1ccccc1NC(=O)N1CCC(C(=O)c2ccc(F)cc2)CC1	2	-30
CCC1=CC(c2ccccc2)n2ncnc2N1 (centres undefined)	20	-13
COc1ccccc1CCNC(=O)c1ccc(NC(=O)CC2SC(N3CCCCC3)=NC2=O)cc1 (centres undefined)	7	-16
Cc1cccc(NC(=O)COC(=O)Cc2cccc(C(F)(F)F)c2)c1C	0	1
CCS(=O)(=O)Nc1ccc(-c2nnc(SCC(=O)c3cccc(OC)c3)o2)cc1	24	-17
Cc1nc(N2CCN(S(=O)(=O)c3ccccc3C#N)CC2)c2c(-c3ccccc3)csc2n1	8	-9
COc1ccc(C(=O)N2CCN(C3CCCCC3)CC2)c(OC)c1	13	-26
CCCCCCC(=O)N/N=C1\CCCc2ccccc21	19	-10
CS(=O)(=O)c1ccc(C(=O)NCCN2C(=O)S/C(=C\c3cccnc3)C2=O)cc1[N+](=O)[O-]	21	0
COc1cccc(C(=O)Nc2ccccc2N2CCOCC2)c1	23	-21
COc1ccc2c(c1)C(=O)CCC2c1ccccc1 (centres undefined)	0	-27
COc1ccc(CN(CC2CCCO2)S(=O)(=O)c2ccc(-n3cnnn3)c(OC)c2)cc1 (centres undefined)	5	-19
O=C(C[n+]1ccc2ccccc2c1)c1ccccc1	34	-19
Cc1nc(NC(=O)/C=C/c2ccccc2)sc1C(=O)Nc1cccc(Cl)c1	30	-24
Cc1cc(CN2CCC(N3CCC(C(=O)NC4CC4)CC3)CC2)cc(C)c1O	18	5
COc1ccc(/C=C/C(=O)Nc2ccc(OC)nc2)cc1	10	-4
CC(C)C1CCN(C(=O)C2CCC(=O)N(CCc3ccc(Cl)cc3)C2)CC1 (centres undefined)	2	-42
O=C(COC(=O)c1cc(=O)[nH]c2ccccc12)NC(=O)NC1CCCCC1	12	-15
CCN1C(=O)[C@H]2[C@@H](c3ccc(-c4ccc(C(C)=O)cc4)cc3)N[C@@](C)(C(=O)OC)[C@H]2C1=O	0	-17
COc1ccc(CN2CCCC(C(=O)N3CCCCC3)C2)c(OC)c1 (centres undefined)	29	-4
CS(=O)(=O)c1ccc(-c2cccc(NC(=O)COc3ccc(Cl)cc3)c2)nn1	12	0
COc1ccc(S(=O)(=O)N(C)CC(=O)Nc2ccc3c(c2)OCCO3)cc1OC	9	-11

Filtered by structure: those above with an aryl methoxy group (25)
SMILES	OX1R antag-1	OX1R antag-2
COc1ccc2c(c1)[C@H]1[C@H](CO2)[C@H](c2ccccc2)[C@]2(C)C(=O)Nc3cc(Cl)ccc3C(=O)N12	17	3
COc1cc(CNCc2ccccc2C(F)(F)F)cc(OC)c1	23	-20
COc1ccccc1N1CCN(C(=O)C(=O)c2c(C)n(C)c3ccccc23)CC1	20	-24
CCN1CCN(c2nc3sc4c(c3c(=O)n2-c2ccc(OC)cc2)CCCCC4)CC1	0	-24
CCOC(=O)c1c(C)[n+](-c2ccc(C)cc2)c(CC)c2cc(OC)c(OC)cc12	3	-6
COc1ccc2cc(CCC(C)=O)ccc2c1	8	-5
COCCCNC(=O)c1cc(Nc2ccc(OC)cc2OC)nc2ccccc12	-11	-34
COc1ccc(N(CC(=O)N2CCC(C)CC2)S(=O)(=O)c2c(C)nn(C)c2C)cc1	8	-35
CCn1c(-c2cc(OC)c(OC)c(OC)c2)n[nH]c1=S	20	-1
COc1cc(/C=C2\SC(=S)N(N3CCOCC3)C2=O)ccc1O	23	-5
CCn1nc(C)cc1C(=O)N1CCCC(N(C)CCc2ccc(OC)c(OC)c2)C1 (centres undefined)	2	-12
COc1ccc(NC2CCCN(C(=O)CCN3CCOCC3)C2)cc1 (centres undefined)	19	-18
COc1ccc(NC(=O)CSCC(=O)Nc2ccccc2C(=O)N2CCCCC2)cc1	5	-18
COc1ccc(NC(=O)CCN2CC(C)OC(C)C2)c(OC)c1 (centres undefined)	16	-14
COc1cccc(N(CC(=O)NCCSc2ccc(Cl)cc2)S(C)(=O)=O)c1	12	-30
COc1ccccc1NC(=O)N1CCC(C(=O)c2ccc(F)cc2)CC1	2	-30
COc1ccccc1CCNC(=O)c1ccc(NC(=O)CC2SC(N3CCCCC3)=NC2=O)cc1 (centres undefined)	7	-16
CCS(=O)(=O)Nc1ccc(-c2nnc(SCC(=O)c3cccc(OC)c3)o2)cc1	24	-17
COc1ccc(C(=O)N2CCN(C3CCCCC3)CC2)c(OC)c1	13	-26
COc1cccc(C(=O)Nc2ccccc2N2CCOCC2)c1	23	-21
COc1ccc2c(c1)C(=O)CCC2c1ccccc1 (centres undefined)	0	-27
COc1ccc(CN(CC2CCCO2)S(=O)(=O)c2ccc(-n3cnnn3)c(OC)c2)cc1 (centres undefined)	5	-19
COc1ccc(/C=C/C(=O)Nc2ccc(OC)nc2)cc1	10	-4
COc1ccc(CN2CCCC(C(=O)N3CCCCC3)C2)c(OC)c1 (centres undefined)	29	-4
COc1ccc(S(=O)(=O)N(C)CC(=O)Nc2ccc3c(c2)OCCO3)cc1OC	9	-11
